From PubChem BioAssay
Pol eta inh = DNA polymerase eta (human) inhibition | Q9Y253 | recombinant Pol eta, fluorescent DNA replication assay | Potency, µM (series often up to 114 µM), for inactives: at the highest dose activity change, negative = inhibition, actives largely listed as inhibitors | actives 1.2% (n = 390,000) | AID 588591; also: % is scaled to controls: 0 for no effect and ±100 for the full control effect
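Pol eta at 10 nM preincubated with compounds 15 min at room temperature; reaction started with fluorescent substrate (50 nM final) and read kinetically at 0 and 10 min.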
JMJD2A Tudor inh = JMJD2A Tudor domain (human) inhibition. Potency, µM (titrated, usually from 114 µM), for the others: top-dose activity change, negative = inhibition, most hits filed as inhibitors. AlphaScreen JMJD2A-Tudor / H3K4me3 peptide binding. O75164. actives 4.4% (n = 390,000); also: % is scaled to controls: 0 for no effect and ±100 for the full control effect; nearly all actives have a fitted effect of over 50% in size
G9a block = blocks human histone lysine methyltransferase G9a. Q96KQ7. G9a H3K9 monomethylation, AlphaScreen, 2 h. Potency, µM (doses to about 102 µM), without a hit: at the highest dose activity, negative = inhibition, most hits filed as inhibitors. actives 8.8% (n = 350,000); also: % is scaled to controls: 0 for no effect and ±100 for the full control effect; nearly all actives have a fitted effect of over 75% in size
Target sequence (Q96KQ7 913-1193 limits assumed): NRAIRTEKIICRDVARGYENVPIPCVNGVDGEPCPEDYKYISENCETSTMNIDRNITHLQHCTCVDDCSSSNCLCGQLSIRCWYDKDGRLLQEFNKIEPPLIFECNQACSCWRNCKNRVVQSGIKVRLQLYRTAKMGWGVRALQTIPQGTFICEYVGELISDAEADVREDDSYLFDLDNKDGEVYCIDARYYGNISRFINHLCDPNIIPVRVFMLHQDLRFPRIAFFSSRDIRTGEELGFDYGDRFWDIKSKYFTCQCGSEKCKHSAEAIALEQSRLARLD
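Enzyme 20 nM + cpd, 15 min RT; add b-H3K9 pep 500 nM / SAM 20 uM; 2 h RT; anti-H3K9me1 Ab 0.5 ug/mL + SA donor / anti-rabbit acceptor beads 20 ug/mL each, 10 min; AlphaScreen read.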
POLK inh = inhibitors of human DNA polymerase kappa; purified Pol kappa, fluorescent DNA synthesis assay, 10 min; Potency, µM (highest dose often 107 µM), without a hit: at the highest dose activity, negative = inhibition, usual class: inhibitors; actives 0.53% (n = 400,000); AID 588579; also: % is scaled to controls: 0 for no effect and ±100 for the full control effect
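Kinetic fluorescence readout at 0 and 10 min followed reaction start with substrate at 50 nM final. Beforehand, enzyme (10 nM Pol kappa) stood 15 min with compound at room temperature; buffer-only wells were negative controls.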
APE1 inh = APE1 (human) endonuclease inhibition; AID 2517; Potency, µM (series often up to 65.8 µM), inactives show at the highest dose activity change, negative = inhibition, actives largely listed as inhibitors; actives 0.35% (n = 350,000); recombinant APE1, TAMRA/BHQ-2 abasic DNA cleavage fluorescence; P27695;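 also: plate controls were vehicle for no effect and reference inhibitor for full effect; nearly all actives have a fitted effect of over 55% in size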
Target sequence (P27695 whole entry, looked up): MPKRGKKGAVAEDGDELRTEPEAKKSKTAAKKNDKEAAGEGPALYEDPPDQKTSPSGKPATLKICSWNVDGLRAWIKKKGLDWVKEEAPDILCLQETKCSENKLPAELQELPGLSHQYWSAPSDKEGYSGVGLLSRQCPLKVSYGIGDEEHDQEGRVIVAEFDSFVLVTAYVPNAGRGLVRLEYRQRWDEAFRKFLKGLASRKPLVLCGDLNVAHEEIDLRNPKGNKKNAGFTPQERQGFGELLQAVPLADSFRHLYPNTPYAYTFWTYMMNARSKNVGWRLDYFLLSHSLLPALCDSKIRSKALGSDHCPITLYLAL
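Quantitative HTS: incision of a TAMRA/BHQ-2 double-stranded substrate bearing a tetrahydrofuran abasic site by 0.75 nM APE1 raises fluorescence. Substrate 50 nM final, added after 15 min compound preincubation at room temperature; progress as third-minus-first kinetic read difference.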
BAZ2B inh = blocks human BAZ2B. Q9UIF8. AlphaScreen BAZ2B-H3K14Ac peptide displacement. Potency, µM (series often up to 114 µM), inactives show top-dose activity change, negative = inhibition, most hits filed as inhibitors. actives 4.4% (n = 360,000); also: % is scaled to controls: 0 for no effect and ±100 for the full control effect; nearly all actives have a fitted effect of over 60% in size
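BAZ2B (50 nM) with biotin-H3(5-23)K14Ac peptide (50 nM) in PBS pH 7.4, 0.01% Tween-20, preformed 30 min, then compound 30 min at room temperature; top concentration 110uM. AlphaScreen streptavidin donor/nickel chelate acceptor beads (10 ug/mL final), 20 min dark, signal read.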
BLM inh = inhibitors of human Bloom syndrome helicase BLM; P54132; recombinant BLM DNA unwinding, fluorescence dequenching; Potency, µM (doses to about 56.1 µM), without a hit: top-dose activity change, negative = inhibition, actives largely listed as inhibitors; actives 0.2% (n = 350,000); AID 2528;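 also: plate controls were vehicle for no effect and no enzyme for full effect; nearly all actives have a fitted effect of over 35% in size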
Pol iota inh = blocks human DNA polymerase iota activity; Pol iota fluorescent replication assay, 10 min; actives 1% (n = 390,000); AID 588590; Q9UNA4; Potency, µM (top dose mostly 115 µM), without a hit: top-dose activity, negative = inhibition, usual class: inhibitors
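Fluorescent replication assay read twice, at 0 min and 10 min after adding 50 nM (final) substrate. Enzyme (10 nM) and compounds were first incubated 15 min at room temperature; enzyme-free buffer wells were negative controls.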
POLB inh = DNA polymerase beta (human) inhibition; Pol beta primer extension/strand displacement, fluorescence kinetic; Potency, µM (highest dose often 114 µM), for inactives: at the top dose activity change, negative = inhibition, most hits filed as inhibitors; actives 1.3% (n = 340,000); also: % is scaled to controls: 0 for no effect and ±100 for the full control effect
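Preincubation: enzyme (10 nM) with compound, 15 min, RT. Reaction: substrate added to 50 nM final. Reads: 0 and 10 min. Analysis: normalized, Hill fit.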
Numbers without * were called inactive; ? = inconclusive; / = no result given; & = joins results of further samples; [ ] = dose if it differs, or a comment. Calls follow the shape of the dose curve; as a rule, active = well fitted curve in the direction sought with a large enough effect; inconclusive = small, poorly fitted or top-dose-only effect, or another doubt; inactive = no such curve, though single readings can be large; an effect the other way counts as inactive or inconclusive. Potency is read from the fitted curve at half-maximal effect. Not all compounds are listed, so the mix of outcomes need not match the whole.

The first 3 records (preview)
mol	Pol eta inh	JMJD2A Tudor inh	G9a block	POLK inh	APE1 inh	BAZ2B inh	BLM inh	Pol iota inh	POLB inh
Cc1ccc(O)c(CN(C)Cc2cc(C)ccc2O)c1	-18%	?	/	-4%	/	/	/	-1%	/
C/C(=N\Nc1ccc(Cl)nn1)c1ccccc1O	-22%	-30%	/	6%	/	/	/	33%[activator]	/
O=C(N=C1SC2CS(=O)(=O)CC2N1Cc1ccc(F)cc1)C1CC1 (stereo not given)	-3%	2%	-9%	5%	45%	-13%[57.1 µM]	-4%	41%[activator]	-1%

The listing, from the start:
mol	Pol eta inh	JMJD2A Tudor inh	G9a block	POLK inh	APE1 inh	BAZ2B inh	BLM inh	Pol iota inh	POLB inh
Cc1ccc(O)c(CN(C)Cc2cc(C)ccc2O)c1	-18%	?	/	-4%	/	/	/	-1%	/
C/C(=N\Nc1ccc(Cl)nn1)c1ccccc1O	-22%	-30%	/	6%	/	/	/	33%[activator]	/
O=C(N=C1SC2CS(=O)(=O)CC2N1Cc1ccc(F)cc1)C1CC1 (stereo not given)	-3%	2%	-9%	5%	45%	-13%[57.1 µM]	-4%	41%[activator]	-1%
COc1cccc(C(=O)Cn2c(N3CCCCC3)nc3c2c(=O)n(C)c(=O)n3C)c1	-16%	-14%	?	-6%	3%	-7%	0%	-6%	-21%
O=C(c1ccccc1)N1CCCCC1	-18%	-7%	/	9%	/	/	/	40%[activator]	/
CCOc1ccc(N2CC(C(=O)NCCCc3ccccc3)CC2=O)cc1 (stereo not given)	-6%	-13%	4%[59 µM]	-21%	-8%	6%	/	2%	/
Cn1c(NC(=O)c2ccccc2Br)cc(=O)n(C)c1=O	-8%	-24%	-1%	-17%	2%	14%	0%	-6%	17%
CC(=O)N1c2ccc([N+](=O)[O-])cc2NC(=O)CC1C (stereo not given)	-11%	4%	25%[59 µM]	-1%	0%	-3%	2%	16%	-9%
CCCNC(=O)CN(C)S(=O)(=O)c1ccc(F)cc1	-2%	-15%	20%[59 µM]	7%	-3%	7%	3%	29%	25%
COc1ccc(N2CCN(c3ccc([N+](=O)[O-])nc3)CC2)cc1	-18%	-28%	-35%	8%	14%	11%	1%	37%[activator]	-3%
O=C(Nc1cccc([N+](=O)[O-])c1)c1ccccc1	-18%	-7%	/	-1%	9%	-5%	-3%	40%	2%
Cc1cc(C)c(OCC(=O)N(Cc2ccco2)Cc2ccco2)c(C)c1	-28%	-31%	-5%[59 µM]	-11%	/	-16%	-6%	6%	-21%
Cc1cc(-c2nnc(SCC(=O)Nc3nc(-c4ccc(Cl)cc4)cs3)o2)no1	-7%	-1%[11.4 µM]	41%[59 µM]	-35%	8%	17%	-3%	1%	-15%
CC1CCCCN1S(=O)(=O)c1cc2c3c(c1)CC(=O)N3CCC2 (stereo not given)	-15%	0%	0%[59 µM]	-9%[60.1 µM]	/	-1%	0%	22%	-1%
CCOC(=O)C1=C(COC(=O)Cc2c(F)cccc2Cl)NC(=O)NC1C (stereo not given)	4%	1%	?	0%	-10%	-7%	/	12%	/
CCCOc1ccc(C2C(=O)N(C3CCC(C)CC3)CC(=O)N2CCc2ccccc2)cc1OC (stereo not given)	-16%	-15%	1%[59 µM]	-10%[60.1 µM]	/	2%	-5%	0%	3%
Cc1occc1C(=O)NC1CCCCCCC1	-18%	-3%	4%[59 µM]	-2%	-3%	-4%	-1%	110%[activator]	11%
COc1ccc(N2C(=O)CCC(C(=O)N(C)C3CCCCC3)C2c2ccc(OC)c(OC)c2)cc1 (stereo not given)	-6%	2%[57.1 µM]	-29%[12.7 µM]	-5%	0%	4%	-4%	6%	-21%
COc1ccccc1/C=C1\SC(=S)N(CCC(=O)Nc2ccc(C(=O)O)c(O)c2)C1=O	35µM*	?	50µM*	-34%	-3%	50µM*	-9%	?	79µM*
Clc1ccc(-c2nnc3n2CCCC3)cc1Cl	-1%	-3%	-6%[59 µM]	-6%	-3%	7%	2%	14%	24%
COc1ccccc1N1CCN(C(=S)Nc2cccc(C)c2)CC1	-21%	-33%	-12%[12.7 µM]	-4%	0%	-33%	-1%	37%[activator]	-16%
COc1ccc(-n2c(SCC(=O)Nc3nccs3)nc3c(c2=O)SCC3)cc1	-17%	-20%	?	-17%	4%	7%	-3%	22%	-3%
O=C(c1cccc(Cl)c1)N1CCC(=O)N(C(CO)Cc2ccccc2)CC1 (stereo not given)	-11%	-14%	/	-9%	/	/	/	9%	/
O=c1[nH]nc(SC2CCCCC2)c(=O)[nH]1	-18%	-10%	/	0%	/	/	/	10%	/
CCOc1ccc(S(=O)(=O)N2CCN(c3ncccn3)CC2)cc1	-8%	-1%	/	-13%	-11%	?	-1%	27%	2%
O=S(=O)(c1cccc(C(F)(F)F)c1)N1CCC(c2cc(-c3cccc4ccccc34)n[nH]2)CC1	-2%	40µM*	-11%[12.7 µM]	-22%	8%	?	-8%	-2%	24%
COC(=O)c1ccc(CNC(=O)COC(=O)c2cc(Cl)nc(Cl)c2)cc1	8%	-8%	50µM*	-5%	-9%	-4%	-1%	125%[activator]	12%
Nc1ccc(S(=O)C(F)(F)F)cc1 (stereo not given)	-20%	-12%	3%	-9%	-4%	-2%	0%	67%[activator]	16%
COc1cccc(CNC(=O)Nc2cn(CC(C)C)c(=O)c3ccccc23)c1	-5%	-18%	?	-12%	/	3%[57.1 µM]	-8%	?	24%
CC(C)Cc1ccc(S(=O)(=O)Nc2ccc3[nH]c(=O)[nH]c3c2)cc1	-4%&-4%	-11%&-9%	2%[2.33 µM]	0%&0%	20%	3%&-1%	-8%&-5%	26%&19%	-1%&-1%
Cc1ccc(C(=O)NC(=S)N2CCN(C)CC2)cc1Br	-4%	-15%	45µM*	5%	13%	-25%	-1%	11%	-29%
COc1ccc(-c2ccnc(-c3ccncc3)n2)cc1	-2%	-4%	5%	0%	0%	-16%	-8%	58%[activator]	18%
COc1ccc(OC)c(NC(=O)Nc2ccc(O)c3ccccc23)c1	-16%	?	/	-10%	/	/	/	?	/
CC1CCCCC1NC(=O)CN(C)S(=O)(=O)c1cccc2cccnc12 (stereo not given)	-4%	-18%	19%	-5%	0%	1%	0%	26%	-29%
COc1cc(CNc2ccc(S(N)(=O)=O)cc2)ccc1OCC(=O)NC1CCCCC1	-2%	-3%	1%	-12%	7%	-20%	1%	53%[activator]	2%
CCOC(=O)C(=O)NNc1ccc(F)cc1	-20%	?	/	-7%	9%	1%	2%	-8%[58.9 µM]	4%
COc1ccc(S(=O)(=O)N2CCN(C(=O)c3cc(C)on3)CC2)cc1	-2%	-16%	-6%[12.7 µM]	11%	3%	16%	/	42%[activator]	/
CC1CC(C)CN(S(=O)(=O)c2ccc3c(c2)CC(C)N3C(=O)C2CCC2)C1 (stereo not given)	-17%	-11%	10%	-13%	-11%	-7%	-11%	14%	?
O=C(Nc1ccc(Cl)cc1)Nc1ccc(Oc2cccnc2)nc1	-12%	-17%	41%	-12%	1%	23%	-3%	-6%	1%
C=CCn1c(SCC(=O)c2ccc(OC)cc2)nnc1-c1ccc2c(c1)OCO2	-22%	-16%	-31%	-1%	4%	-10%	1%	92%[activator]	23%
O=C(Nc1cccc(C(=O)O)c1)/C(=C\c1ccc2c(c1)OCO2)NC(=O)c1ccco1	-8%	-13%	/	-17%	6%	0%	-2%	-1%	7%
CN(C)CCCOC(=O)Cc1ccc(Cl)cc1	-16%	4%	-50%	2%	1%	10%	5%	4%	25%
COc1ccccc1N(CC(=O)NC1CCCC1)C(=O)CNC(=O)c1cccs1	-18%	-9%	10%	9%	-7%	3%	0%	29%	16%
O=C(NNc1ccccc1[N+](=O)[O-])Nc1ccc(F)cc1F	-4%	-27%	32µM*	-12%	-11%	-15%	-2%	115%[activator]	-27%
N=c1n(Cc2ccccc2)c2ccccc2n1Cc1ccccc1	-9%	-18%	1%	-7%	10%	-7%	7%	15%	-3%
COc1ccc(-n2c(Cn3nc(C(F)(F)F)cc3C)n[nH]c2=S)cc1	-20%	?	7.9µM*	-13%	-3%	0%	-10%	3%	-3%
COc1cccc(CN(C)C(=O)c2ccccc2SCC(=O)N2CCCC2)c1	-20%	-1%	-33%	2%	30%	-2%	/	19%	/
Clc1ccc(OCc2nc(-c3ccc(-n4cccc4)cc3)no2)cc1	-9%	-20%	-1%[59 µM]	-22%	/	-2%	1%	89µM*	0%
CC(=O)Nc1c(C(=O)Nc2cccc(C)c2)nnn1-c1ccc(C)cc1	-15%	-23%	6%[59 µM]	2%	/	2%	-11%	-18%	11%
CC(C)OC(=O)CSc1nnc(-c2cnccn2)n1-c1ccccc1	-20%	10%	7%[59 µM]	-2%	4%	11%	2%	2%	4%
CC(Oc1cccnc1[N+](=O)[O-])C(=O)Nc1ccc(F)cc1 (stereo not given)	-18%	-15%	-26%[2.33 µM]	6%	18%	-16%	/	3%	/
CC(C)=C1C2CCC1C1C(=O)N(c3nccs3)C(=O)C21 (stereo not given)	0%	4%	10%[59 µM]	-3%	-5%	10%	3%	9%	40%
Cc1ccc2cccc(OCC(=O)Nc3cccc(S(=O)(=O)N4CCCC4)c3)c2n1	-5%	-17%	-11%[59 µM]	-12%	-24%	2%	/	2%	/
CCOC(=O)C1(Cc2cccc(OC)c2)CCN(Cc2cccc3c2OCO3)CC1	-25%	-12%	/	-11%	-2%	?	-3%	8%	1%
CC1Cc2cc(/C(O)=C3/C(=O)C(=O)N(CCCN4CCOCC4)C3c3ccc(C(C)C)cc3)ccc2O1 (stereo not given)	0%	-29%	20%[0.0925 µM]	-5%	1%	?	-1%	-6%	8%
